Bioassay records deposited in PubChem BioAssay by National Center for Advancing Translational Sciences (NCATS).
S-ASM inh: inhibitors of human secretory acid sphingomyelinase; P17405; placental ASM, HMU-PC fluorogenic substrate, 60 min; Potency, µM (highest dose often 57.5 µM), without a hit: at the top dose activity change, negative = inhibition, most hits filed as inhibitors; 340,000 tested, 0.006% active; AID 504937; note: potency is the fitted concentration of half-maximal effect
Target sequence (P17405 47-631 limits assumed): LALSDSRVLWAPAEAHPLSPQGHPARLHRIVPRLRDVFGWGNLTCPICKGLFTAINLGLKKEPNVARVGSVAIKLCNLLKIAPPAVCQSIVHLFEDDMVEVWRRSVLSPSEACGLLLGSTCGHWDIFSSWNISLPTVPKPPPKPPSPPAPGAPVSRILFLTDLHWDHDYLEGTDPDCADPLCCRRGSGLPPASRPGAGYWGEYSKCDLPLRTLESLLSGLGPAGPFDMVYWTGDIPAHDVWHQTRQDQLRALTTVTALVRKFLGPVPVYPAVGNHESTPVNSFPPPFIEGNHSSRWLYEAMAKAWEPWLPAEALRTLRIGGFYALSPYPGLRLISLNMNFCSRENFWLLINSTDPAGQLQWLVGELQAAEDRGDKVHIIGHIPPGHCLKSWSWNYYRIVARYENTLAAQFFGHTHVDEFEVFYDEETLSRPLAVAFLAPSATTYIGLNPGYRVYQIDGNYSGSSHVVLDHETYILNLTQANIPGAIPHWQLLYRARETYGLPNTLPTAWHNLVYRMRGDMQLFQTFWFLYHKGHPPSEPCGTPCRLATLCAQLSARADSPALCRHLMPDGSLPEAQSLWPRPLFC
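qHTS format. ASM enzyme prepared from human placenta hydrolyses the fluorogenic substrate HMU-PC0 (9 uM final) over 60 min at 37 °C after a 10 min compound preincubation.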
Tb PFK block: blocks T. brucei phosphofructokinase. O15648. T. brucei PFK, ADP-Glo luminescence. Potency, µM (top dose mostly 57.5 µM), without a hit: at the top dose activity, negative = inhibition, actives largely listed as inhibitors. 330,000 tested, 0.17% active. AID 485367;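 note: potency is the fitted concentration of half-maximal effect; 0% = uninhibited 1x PFK enzyme wells and -100% = no-enzyme wells; nearly all actives have a fitted effect of over 60% in size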
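In TEA buffer at pH 8.0 with 5 mM MgCl2, enzyme (1.25 nM) converted F6P (0.5 mM) and ATP (0.1 mM) for 45 min at room temperature. ADP product was read by luciferase luminescence.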
TSHR antag: blocks TSH signaling through the human TSH receptor; P16473; TSHR-expressing cells, TSH-stimulated cAMP HTRF, 2 h; active compounds read low; activity change, negative = inhibition, % at 11.5 µM; 330,000 tested, 0.2% active;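 active = activity change below a set negative limit, meaning inhibition stronger than a set level, cut at about -70% in these data; inconclusive = activity change between two set negative limits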; note: % is set by controls: 0 for no effect and ±100 for the full control effect
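Antagonism was scored as loss of TSH-driven cAMP in TSHR cells, stimulated with 4nM TSH (EC80) for 2 hours at 37 deg C and detected by homogeneous HTRF competition immunoassay.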
BCR signal inh: inhibitors of chronic active B-cell receptor signaling | ABC-DLBCL IkBa-CBG/CBR reporter, luminescence ratio, 4 h | Potency, µM (titrated, usually from 46.1 µM), for inactives: at the highest dose ratio change, negative = lower green/red ratio, most hits filed as inhibitors | 340,000 tested, 0.05% active | AID 493014; active = well fitted inhibition curve with a large enough effect in the signal ratio, with a control signal flat, not every such curve was filed as active; inconclusive = small, poorly fitted or top-dose-only effect, or effect the other way, or a change in a side signal; the % refers to the signal ratio;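 note: potency is the fitted concentration of half-maximal effect; plate controls were basal doxycycline-induced cells for no effect and cells given 10 µM MG132 for full effect; MG132 reads +100%, hits lower the ratio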
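TMD8 human ABC-DLBCL cells with doxycycline-inducible IκBα–green luciferase fusion and unfused red luciferase, in 0.5% FBS medium; compounds up to 46 uM, 4 h at 37C. Green/red luminescence ratio, filter-overlap corrected, fitted to concentration-response curves.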
Mito fusion act: mitochondrial division inhibition or fusion activation; S. cerevisiae fusion-defective mutant growth rescue, CellTiterGlo 48 h; Potency, µM (titrated, usually from 46.1 µM), inactives show top-dose growth rescue (activation), usual class: activators; 320,000 tested, 0.23% active; AID 485298;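 note: potency is the fitted concentration of half-maximal effect; % of control where 0% means no effect; nearly all actives have a fitted effect of over 45% in size; temperature-sensitive fusion mutants such as fzo1-1 at 37 °C on non-fermentable ethanol glycerol medium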
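Temperature-sensitive fusion-defective S. cerevisiae (e.g. fzo1-1, mgm1-5) were grown with compound in YPEG medium (3% ethanol, 3% glycerol) for 48 hours at 37C. Growth rescue was measured as viability by CellTiterGlo luminescence after 10 minutes at ambient.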
ELG1 repair inh: inhibitors of ELG1-dependent DNA repair in HEK293T cells | HEK293T ELG1-luciferase reporter, luminescence, 16 h; DNA damage induced by 5-fluorouridine | Potency, µM (top dose mostly 46.1 µM), without a hit: top-dose activity change, negative = inhibition, actives largely listed as inhibitors | 330,000 tested, 2.3% active | AID 504467; note: potency is the fitted concentration of half-maximal effect; % is set by controls: 0 for no effect and ±100 for the full control effect; nearly all actives have a fitted effect of over 55% in size
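In this reporter screen, reduction of luminescence relative to DMSO vehicle indicated activity. Compounds and 5-fluorouridine were added together to 2,000 cells per well, incubated for 16 hr at 37 °C, then developed with ONE-Glo.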
TCR activator: activates T cell receptor signaling; primary human leukocytes, anti-CD3, IL-2 HTRF, 48 h; Potency, µM (titrated, usually from 9.22 µM), without a hit: top-dose activation of IL-2 secretion, usual class: activators; 330,000 tested, under 10 active; AID 504894; note: % of control where 0% means no effect
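Using a-CD3 beads without co-stimulation, primary human leukocytes were exposed to compounds for 48 hr. An HTRF IL-2 kit measured the cytokine, with europium-to-d2 energy transfer producing emission at 665nm upon 320nm excitation.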
Integrin act MD: activators of alpha7 integrin expression for muscular dystrophy; alpha7betagal myoblasts, beta-gal FDG fluorescence, 48 h; Potency, µM (doses to about 38.3 µM), for the others: top-dose activation, most hits filed as activators; 350,000 tested, 0.064% active;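 note: potency is the fitted concentration of half-maximal effect; 100% = response of the positive control SU9516; nearly all actives have a fitted effect of over 60% in size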
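alpha7betagal+/- myoblasts (passage 13, 250/well) treated 48 h at 37C with compounds at 1:260 dilution of DMSO stock. Lysed, then beta-galactosidase activity read as FDG fluorescence (ex 480/em 540) after 30 min, with pre-read for autofluorescence.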
A-T KAP1 phos: potential ataxia-telangiectasia treatments restoring KAP-1 phosphorylation | 320,000 tested, 0.19% active | AID 485349 | […] A-T fibroblasts, KAP-1 phosphorylation AlphaLISA; neocarzinostatin DNA damage 30 min before lysis | Potency, µM (highest dose often 57.5 µM), without a hit: at the highest dose activation, hits mostly activators; note: potency is the fitted concentration of half-maximal effect; % of control where 0% means no effect; nearly all actives have a fitted effect of over 45% in size
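hTERT-immortalized A-T patient fibroblasts ([…]), 500 cells/well in OPTI-MEM, 1% FBS, got compounds for 60 min, then NCS for 30 min at 37C. Lysates were then assayed for phospho-KAP-1 by AlphaLISA (anti-pKAP1 donor, anti-KAP1 acceptor beads), 6 hr at 25C.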
Eya2 phos inh: blocks the phosphatase activity of human Eya2. recombinant Eya2, OMFP fluorescence dephosphorylation (OMFP is methylfluorescein phosphate). 330,000 tested, 0.006% active. AID 488837. Potency, µM (top dose mostly 76.9 µM), inactives show at the top dose activity, negative = inhibition, actives largely listed as inhibitors; note: potency is the fitted concentration of half-maximal effect; % is set by controls: 0 for no effect and ±100 for the full control effect
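Eya2 (0.2 uM) preincubated 10 min at ambient with compound, then OMFP substrate added at 50 uM; 10 min reaction in 50 mM HEPES pH 7.5, 50 mM NaCl, 5 uM MgCl2, 0.05% BSA, 1 mM DTT. Fluorescence read at Ex 485/Em 525 nm.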
TSG101-PTAP inh: blocks PTAP/TSG101 interaction to inhibit HIV-1 budding | Q99816 | Fluorescence polarization, FITC-PTAP peptide / Tsg101 binding | Potency, µM (doses to about 115 µM), for the others: at the top dose activity change, negative = inhibition, usual class: inhibitors | 340,000 tested, under 10 active | AID 493005; active = well fitted inhibition curve with a large enough effect in the main read-out, with a control signal flat, not every such curve was filed as active; inconclusive = small, poorly fitted or top-dose-only effect, or effect the other way, or a change in a side signal; inactive = no such curve, though single readings can be large or run the other way; note: potency is the fitted concentration of half-maximal effect; % of control where 0% means no effect
Target sequence (Q99816 whole entry, looked up): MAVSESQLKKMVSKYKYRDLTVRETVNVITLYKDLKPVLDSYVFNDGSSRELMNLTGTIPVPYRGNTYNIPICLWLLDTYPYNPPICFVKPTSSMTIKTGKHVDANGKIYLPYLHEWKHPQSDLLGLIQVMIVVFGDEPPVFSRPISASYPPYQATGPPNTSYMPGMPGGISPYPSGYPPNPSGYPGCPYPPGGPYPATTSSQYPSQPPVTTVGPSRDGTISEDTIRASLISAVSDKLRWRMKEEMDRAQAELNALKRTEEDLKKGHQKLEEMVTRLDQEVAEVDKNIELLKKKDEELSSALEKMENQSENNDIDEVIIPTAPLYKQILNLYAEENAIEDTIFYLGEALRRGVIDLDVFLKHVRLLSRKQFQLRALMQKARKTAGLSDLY
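Compounds were pin-transferred onto Tsg101 binding domain (10 uM final) in HEPES pH 7.5 buffer, then FITC-PTAP peptide was added at 50 nM final. After 20 min at RT, polarization reported peptide displacement across a qHTS concentration series.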
* hit, by the source's call; u = inconclusive; x = no result given; [ ] = remark or other dose. Unless noted, calls come from the whole dose curve; as a rule, active = well fitted curve in the direction sought with a large enough effect; inconclusive = small, poorly fitted or top-dose-only effect, or another doubt; inactive = no such curve, though single readings can be large; an effect the other way counts as inactive or inconclusive.

SMILES | S-ASM inh | Tb PFK block | TSHR antag | BCR signal inh | Mito fusion act | ELG1 repair inh | TCR activator | Integrin act MD | A-T KAP1 phos | Eya2 phos inh | TSG101-PTAP inh
CCOC(=O)c1cnc(SC2CC(=O)N(c3ccc(OC)c(OC)c3)C2=O)nc1N (stereo not drawn) | 3% | 0% | -8 | -1% | 4% | -2% | -2% | 9% | 6% | 14% | -5%
O=C(Cn1nnc2ccccc2c1=O)NC1CCCc2ccccc21 (stereo not drawn) | 2% | 0% | 10 | 8% | -8% | 3% | -1% | 25% | -5% | 25% | -4%
CCOC(=O)N1CCC(NC(=O)CCN2C(=O)C3C4C=CC(C4)C3C2=O)CC1 (stereo not drawn) | 0% | 2% | -11 | u | -1% | 14% | -2% | -1% | 3% | 4% | -1%
Cc1cc(C)n(CC(=O)n2c(C)c(C)c3ccccc32)n1 | -1% | -5% | -6 | -5% | 1% | 3% | -6%[46.1 µM] | 5% | 1% | 1% | 1%
Cc1nnc2c(NC(C)C)nc3ccccc3n12 | 1% | 0% | 19 | -17% | 2% | u | 0% | -3% | 2% | 4% | -3%
O=C(Nc1ccccc1C(F)(F)F)NC1CCCCCCC1 | -2% | 2% | -11 | 15% | 0% | u | -3% | -14% | x | 5% | -1%
O=C(N/C(=C/c1ccc(Br)cc1)C(=O)N1CCCCC1)c1ccccc1F | 1% | -15% | 27 | 1% | 10% | u | 2% | 1% | 21% | -6% | -3%
COCCCNC(=O)CCn1c(=O)c2ccccc2n(Cc2cccc([N+](=O)[O-])c2)c1=O | -1% | -4% | 44 | 2% | 5% | 0% | -10% | 4% | 12% | 11% | -2%
Cc1c(CCO)c(=O)n(C)n1C(=O)c1ccc(F)cc1 | 3% | 0% | 42 | 3% | -2% | 10% | 2% | 8% | -5% | 0% | -2%
CC(C)CN1CCN(Cc2nc3ccccc3s2)CC1CCO (stereo not drawn) | 4% | -6% | -2 | -12% | 0% | -4% | -1% | 2% | 4% | 9% | -6%
CC1CC(C)CN(C(=O)/C(=C\c2ccccc2)c2ccccc2)C1 (stereo not drawn) | -4% | 0% | 79 | -1% | 6% | 17% | 0%[46.1 µM] | -24% | -2% | -3% | -1%
COc1ccc2sc(N(CCCN(C)C)C(=O)c3ccc(S(=O)(=O)N(C)Cc4ccccc4)cc3)nc2c1 | -7% | 0% | 2 | -10% | -11% | -11% | 0% | -17% | 6% | 4% | 1%
NS(=O)(=O)c1ccc(CNC(=O)CCSCCC(=O)NCc2ccc(S(N)(=O)=O)cc2)cc1 | -2% | -25% | 12 | 2% | 1% | 3% | -1% | 14% | 2%[11.5 µM] | 2% | -1%
CCC(=O)Nc1cccc(-c2nc3ccccc3c(=O)o2)c1 | -2% | 19% | 9 | u | 3% | 9% | -4% | -3% | 6% | -22% | -2%
COc1cc(/C=C(/NC(=O)c2ccc(Cl)cc2Cl)C(=O)O)cc(OC)c1OC | 4% | -1% | -1 | -1% | 0% | -12% | -4%[46.1 µM] | 26% | 0% | 3% | -2%
c1ccc(CCc2nn3c(Cn4nnc5ccccc54)nnc3s2)cc1 | -3% | -7% | 7 | 11% | 0% | 9% | 1% | -21% | -9% | -8% | -1%
CN(C)S(=O)(=O)c1ccc(NC(=S)NC(=O)c2ccc(Br)o2)cc1 | x | 4% | 3 | 6% | -4% | 7% | x | x | 4% | -12% | x
Cc1ccc(CC(=O)N2CC(C)OC(C)C2)cc1 (stereo not drawn) | 2% | 3% | 15 | u | 1% | -19% | 2% | -4% | 0% | -9% | -5%
O=C(OCc1cncs1)c1ccccc1 | -1% | -2% | 2 | u | -7% | -3% | -5% | 49% | 2% | 12% | 1%
Cc1nc(SCC(=O)Nc2c(C)n(C)n(-c3ccccc3)c2=O)[nH]c(=O)c1Cc1ccccc1 | 6% | 2% | 0 | 0% | 7% | 6% | -3% | -9% | -2% | -7% | -4%
CCN1C(=O)C(=O)N(CC(=O)N2CCC(C)Sc3ccccc32)C1=O (stereo not drawn) | 2% | -1% | 6 | u | 4% | 7% | -1% | -10% | -3% | -10% | -2%
COc1ccc(C(=O)Nc2cccc(-c3csc(C)n3)c2)cc1S(=O)(=O)N1CCCC1 | -13% | 5% | -25 | -18% | 1% | u | 0% | 3% | 3% | -6% | -6%
CC(/C=N/NC(=O)c1nnn(-c2nonc2N)c1C(C)C)=C\c1ccccc1 | -18% | 0% | -17 | 20% | -38%[inhibitor] | u | -3% | -31% | -7% | -25% | -4%
Cc1nnc(N2C(=O)c3oc4ccccc4c(=O)c3C2c2ccco2)s1 (stereo not drawn) | -2% | u | 0 | -3% | 8% | 10% | -1% | 3% | -2% | 20% | -1%
COc1ccccc1-c1noc2ncnc(Nc3ccccc3C)c12 | -3% | 2% | 8 | 10% | 3% | -15% | -5% | -13% | 15% | 10% | -10%

Next part; it opens with the two that closed the last part.
SMILES | S-ASM inh | Tb PFK block | TSHR antag | BCR signal inh | Mito fusion act | ELG1 repair inh | TCR activator | Integrin act MD | A-T KAP1 phos | Eya2 phos inh | TSG101-PTAP inh
Cc1nnc(N2C(=O)c3oc4ccccc4c(=O)c3C2c2ccco2)s1 (stereo not drawn) | -2% | u | 0 | -3% | 8% | 10% | -1% | 3% | -2% | 20% | -1%
COc1ccccc1-c1noc2ncnc(Nc3ccccc3C)c12 | -3% | 2% | 8 | 10% | 3% | -15% | -5% | -13% | 15% | 10% | -10%
CNC(=S)N/N=C/c1cn(Cc2ccc(C)cc2)c2ccccc12 | u | 0% | -11 | u | 28% | -13% | 3%[46.1 µM] | -31% | 1% | 2% | 0%
CCOC(=O)CNC(=O)c1ccc(Br)s1 | 1% | -8% | 4 | u | 11% | 16% | 3% | -13% | -4% | 2% | 0%
CCOc1ccc(CCNC(=O)c2ccc3c(=O)n4c(nc3c2)CCCCC4)cc1 | -10% | 0% | -2 | 8% | -14% | 16µM* | 2% | -33% | 6% | -26% | -6%
CC(=O)N/N=C/c1c(C)[nH]n(-c2ccccc2)c1=O | 4% | -6% | 8 | 22% | 2% | -4% | -5% | -16% | -2% | 4% | -3%
CCn1c(SCC(=O)N/N=C/c2ccc(OC)c(OC)c2)nc2ccccc21 | -1% | -7% | -7 | -2% | -1% | -5% | -2% | -7% | 22% | -29% | -11%
CCNc1nc(NC(C)C)nc(OCC)n1 | 6% | 1% | 4 | u | -1% | u | -3% | 16% | x | 6% | -3%
CS(=O)(=O)N(CC(=O)N1CCCCCC1)c1ccccc1 | 3% | -9% | 3 | -2% | -2% | -4% | -4% | 6% | 3% | -4% | -1%
Cc1nnsc1S(=O)(=O)Cc1ccccc1C(F)(F)F | -2% | -3% | -1 | 11% | -1% | 21% | 3% | -46%[inhibitor] | 3% | 14% | -2%
CCc1cc(C(=O)c2ccccc2)c(N)s1 | -6% | -1% | -7 | 0% | -2% | 0% | -5% | -33% | 3% | -5% | -3%
Nc1nonc1C(=O)NCCNCc1ccccc1 | 6% | -2% | 4 | -21% | -2% | -14% | -3% | 6% | 4% | -18% | -5%
CCOC(=O)c1ccc(NC(=S)N2CCSC2c2ccc(Br)cc2)cc1 (stereo not drawn) | -13% | -2% | 5 | u | 22µM* | 16% | -11%[46.1 µM] | -46%[inhibitor] | 8% | -5% | -2%
Cn1nc(C(=O)OCc2ccc(Br)cc2F)c2ccccc2c1=O | u | 0% | -22 | 2% | 4% | u | 2% | -11% | 1% | -9% | -6%
O=C(Nc1ncc2c(n1)CC(c1ccco1)CC2=O)c1ccco1 (stereo not drawn) | -1% | -5% | 3 | -26% | -18% | u | -6% | -4% | -8% | -3% | 0%
COc1ccc(NC(=O)CN(C)C(C)C(=O)N2CCCCC2)cc1 (stereo not drawn) | 2% | -7% | 6 | u | -2% | 6% | -1% | -3% | 6% | 10% | -3%
Cc1cnc(CN(C)C(=O)CC2C(=O)NCCN2CCCc2ccccc2)[nH]1 (stereo not drawn) | x | -4% | -12 | 0% | -1% | 10% | 1% | 23% | 21% | 12% | -2%
